# FBW7 activator – human FBW7 E3 ligase activation, primary screen. Q969H0. normalized activity (activation), % at 26.1 µM. hit rate 0.13% among 650,000. AlphaScreen FBW7–phospho-cyclin E peptide binding, activator screen; in the data active = normalized activity above about 1.9%;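 note: purified mutant Fbw7 with reduced substrate affinity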
# Target sequence (Q969H0 whole entry, looked up): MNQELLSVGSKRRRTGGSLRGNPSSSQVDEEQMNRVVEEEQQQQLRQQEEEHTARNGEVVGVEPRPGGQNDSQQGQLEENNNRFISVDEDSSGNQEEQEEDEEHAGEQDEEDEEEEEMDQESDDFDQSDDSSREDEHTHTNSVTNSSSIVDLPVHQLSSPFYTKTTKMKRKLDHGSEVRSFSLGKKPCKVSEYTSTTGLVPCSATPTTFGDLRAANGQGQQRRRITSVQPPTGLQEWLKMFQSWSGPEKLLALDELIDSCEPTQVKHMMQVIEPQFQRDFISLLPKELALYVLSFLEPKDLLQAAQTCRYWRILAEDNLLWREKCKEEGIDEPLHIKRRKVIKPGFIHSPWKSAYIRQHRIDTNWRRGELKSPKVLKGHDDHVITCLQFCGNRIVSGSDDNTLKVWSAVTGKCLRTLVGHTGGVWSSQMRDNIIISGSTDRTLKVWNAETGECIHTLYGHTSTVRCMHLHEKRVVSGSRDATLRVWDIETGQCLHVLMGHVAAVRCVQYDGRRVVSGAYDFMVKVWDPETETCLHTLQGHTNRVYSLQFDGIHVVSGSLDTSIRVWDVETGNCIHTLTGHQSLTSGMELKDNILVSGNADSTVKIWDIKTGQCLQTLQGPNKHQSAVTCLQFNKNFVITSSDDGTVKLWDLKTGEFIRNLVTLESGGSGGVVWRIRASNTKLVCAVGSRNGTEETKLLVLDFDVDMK
# GPR151 ag – human GPR151 activation; Q8TDV0; activation, % at 11.2 µM; hit rate 1% among 650,000; PathHunter beta-arrestin GPR151 cells, luminescence; in the data active = activation above about 4.9%;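 note: 0% = median of compound wells and 100% = cells with positive control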
# Target sequence (Q8TDV0 whole entry, looked up): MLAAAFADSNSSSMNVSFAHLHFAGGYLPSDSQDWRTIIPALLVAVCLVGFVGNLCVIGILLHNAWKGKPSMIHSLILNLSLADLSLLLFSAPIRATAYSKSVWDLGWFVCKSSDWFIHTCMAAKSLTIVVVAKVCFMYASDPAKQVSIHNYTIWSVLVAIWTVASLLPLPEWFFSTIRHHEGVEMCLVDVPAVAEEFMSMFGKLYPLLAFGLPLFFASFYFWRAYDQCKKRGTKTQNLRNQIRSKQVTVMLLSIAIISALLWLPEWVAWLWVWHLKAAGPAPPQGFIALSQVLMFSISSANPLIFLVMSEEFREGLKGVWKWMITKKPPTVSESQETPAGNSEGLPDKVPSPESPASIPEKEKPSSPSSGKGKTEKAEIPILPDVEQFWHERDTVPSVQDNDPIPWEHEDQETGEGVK
# MITF inh – blocks human microphthalmia-associated transcription factor. O75030. AlphaScreen MITF homodimerization, bead proximity signal. inhibition, % at 2.6 µM. hit rate 0.91% among 650,000. AID 1259374; in the data active = inhibition above about 50%;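 note: 0% = vehicle wells with protein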
# TEAD-YAP block – TEAD-YAP interaction inhibition | HEK-TIYL cells, TEAD-Gal4/YAP UAS-luciferase luminescence | inhibition, % at 9.12 µM | hit rate 1.4% among 640,000 | AID 1259422; in the data active = inhibition above about 32%;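 note: 0% = median of test compound wells and 100% = reference inhibitor wells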
# * = called active by the depositor.
SMILES,FBW7 activator,GPR151 ag,MITF inh,TEAD-YAP block
Cc1cc(-n2c(SCC(=O)N3CCCC3)nc3n[nH]c(C)c3c2=N)ccc1Cl,0.1,1.9,4,-2
Cn1c(Sc2ccc(S(=O)(=O)N3CCCC3)cn2)nnc1C(F)(F)F,0.0,-0.5,3,-3
CC1(Nc2ccccc2)CC(=O)N(c2ccccc2)O1 (stereo not given),0.1,0.3,8,8
O=C1c2[nH]nc(-c3ccccc3O)c2C(c2ccc(Cl)c(Cl)c2)N1CCCO (stereo not given),0.1,0.8,11,7
COc1ccc(-n2ncc3c(N4CCC(C)CC4)ncnc32)cc1,0.3,0.2,4,15
Cc1cnc(C(=O)OCC(=O)Nc2ccc([N+](=O)[O-])cc2C(F)(F)F)cn1,0.0,1.6,4,13
O=C(N/C(=C\c1ccc(F)cc1)C(=O)N1CCOCC1)c1ccccc1,0.0,2.4,-4,2
COc1cccc(C2NC(=S)NC3=C2C(=O)CCC3)c1 (stereo not given),-0.1,-0.5,14,0
CCOC(=O)CNC(=O)c1sc2ncnc(N3CCN(c4ccccc4)CC3)c2c1C,-0.4,-0.2,10,3
CCOC(=O)c1sc2ncnc(Nc3ccc(F)cc3Cl)c2c1C,0.0,-1.4,3,26
Nc1c(-c2nc(-c3ccccc3F)no2)nnn1-c1ccccc1Cl,-0.3,0.4,2,-23
CN(C)CCn1c(N)c(S(=O)(=O)c2ccc(F)cc2)c2nc3ccccc3nc21,0.4,-0.2,0,-1
Cc1c(C(=O)NC2CCOC(C)(C)C2)sc2ncnc(NCCN(C)C)c12 (stereo not given),0.1,-0.5,4,1
Cc1oc2cc(O)ccc2c(=O)c1-c1nncn1-c1ccccc1,-0.2,-1.6,13,15
O=C(CSc1nc(NCc2ccc(Cl)cc2)c2ccccc2n1)NCc1ccccc1Cl,-0.1,-1.5,14,10
CC(=O)c1ccc(NC(=O)CC2Oc3ccc(C)cc3NC2=O)cc1 (stereo not given),-0.2,0.2,-10,6
CN(C)c1ccc(Nc2nc(-c3ccc(O)cc3)cs2)cc1,-0.1,-1.0,15,-5
CNS(=O)(=O)c1ccc(NS(=O)(=O)c2cc([N+](=O)[O-])ccc2C)cc1,0.1,0.1,-2,4
CSCCOC(=O)C1=C(C)NC(=O)CC1c1ccc(Cl)cc1Cl (stereo not given),-0.1,-0.6,19,2
Cc1c(C(=O)N2CCC(Cc3ccccc3)CC2)sc2ncnc(N3CCCCC3C)c12 (stereo not given),-0.1,1.4,9,0
Cc1occc1C(=O)N/N=C/c1cccc(F)c1,0.0,-8.4,12,-40
CCOC(=O)C(Nc1cc(C)on1)(NS(=O)(=O)c1ccccc1)C(F)(F)F (stereo not given),-0.2,2.3,-3,1
COC(=O)C1CCN(C(=O)Cn2nc(C(=O)N3CCOCC3)cc2-c2cccs2)CC1,0.2,0.7,15,0
NC(=O)CSc1nnc(CSc2ncccn2)n1-c1ccccc1,0.3,-0.3,13,1
CCOCCCNC(=O)CN1N=C(c2ccc(C)cc2)CCC1=O,0.1,0.0,5,-8
O=[N+]([O-])c1ccc(/C=N/NC(=S)Nc2ccccc2F)o1,0.0,0.1,6,4
CC1CCC(NC(=O)CN(C)S(=O)(=O)c2cnc[nH]2)CC1 (stereo not given),0.0,-0.7,7,-4
CCc1cc2c(cc3c(=O)n(CC(=O)NC(C)c4ccccc4)ncn32)s1 (stereo not given),0.9,0.7,28,7
COc1ccc(-n2nnc(C(=O)OCc3nc(-c4cccc(OC)c4OC)oc3C)c2C)cc1,0.0,-1.0,-10,-1
Cc1nnc(SCC(=O)c2ccc3ccccc3c2)s1,0.0,-0.2,-14,-24
O=C(Nc1ccc(F)c(Cl)c1)C1CC2CCC1C2 (stereo not given),0.0,-0.3,-19,-4
COc1ccc(C(=O)NCCc2nnc3n2CCN(Cc2ccc(C)o2)CC3)cc1,-0.1,0.0,-6,1
Cc1cc(C(C)(C)C)cc(C)c1S(=O)(=O)Nc1ccc(C(N)=O)cc1,0.1,3.3,15,4
C=CCN(CC=C)S(=O)(=O)c1ccc(C(=O)Nc2ccc3c4c(cccc24)C(=O)N3CC)cc1,0.1,-0.5,-3,16
Cc1cc(N(C)C)nc(N2CCN(C(=O)Nc3cccc(Cl)c3)CC2)n1,-0.2,2.6,1,5
CCOc1ccccc1/C=C/C(=O)Nc1ccc2nc3n(c(=O)c2c1)CCCCC3,-0.2,1.1,-5,-1
O=C(CN1C(=O)CCc2ccccc21)NC1CCCCC1,0.7,-1.6,5,6
CC1CCCCN1C(=O)COc1ccc2ccc(=O)oc2c1 (stereo not given),0.1,1.5,13,-4
CCc1cccc(CC)c1NC(=O)CN(C)S(=O)(=O)c1ccc(F)cc1,0.1,-0.3,27,2
CC1(C)CC(=O)C/C(=N/NC(=O)c2ccccc2[N+](=O)[O-])C1,0.3,-0.1,-2,-2
C/C(CC(=O)Nc1cc(Cl)ccc1Cl)=N\NC(=O)c1cccc(O)c1,-0.5,-0.2,0,7
COC(=O)C(NC(=O)c1ccccc1OC)(Nc1ccc(OC(F)(F)F)cc1)C(F)(F)F (stereo not given),-0.1,-0.7,8,-5
NC(=O)COc1cc(O)c2c(=O)cc(-c3ccccc3)oc2c1,0.8,0.1,10,5
CCOC(=O)C1CCCN(c2cc(Nc3ccc(OCC)cc3)c3c4c(onc24)-c2ccccc2C3=O)C1 (stereo not given),-0.2,0.0,6,9
COC(=O)CN1C(c2ccc(OC)cc2)=Nc2ccc(Cl)cc2C1c1ccccc1 (stereo not given),0.1,-0.4,3,2
Cc1ccc(NC(=O)COc2ccc(/C=c3/sc4n(c3=O)CCN=4)cc2)cc1,0.1,-2.3,3,0
O=C(COc1ccc(Cl)cc1[N+](=O)[O-])N1CCCCCC1,0.5,2.6,3,-11
CCOc1ccc(/C=C2\NC(=O)N(Cc3ccc(Cl)cc3)C2=O)c2ccccc12,0.0,-0.4,6,8
CCOC(=O)c1c(NC(=O)COc2ccc(Cl)cc2C)sc2c1CCCC2,0.0,-1.1,-1,-9
Cc1ccc(OCCCCN2CC(C)OC(C)C2)c([N+](=O)[O-])c1 (stereo not given),0.0,2.9,63*,4
O=C(c1ccc2nc(N3CCCCC3)sc2c1)N1CCc2ccccc2C1,-0.2,-1.0,-4,-36
CN(C)c1ccc(/C=N/NC(=O)c2cccc(I)c2)cc1,0.1,-1.8,-8,-24
C=CCNC(=O)c1cc(-c2ccc(OC)cc2)nc2ccc(F)cc12,0.1,2.7,18,1
COC(=O)Cc1c(C)c2ccc(OC(C)C)cc2oc1=O,-0.1,-0.6,6,-34
C=CCn1c(-c2ccc(C)cc2)csc1=Nc1ccc(C)cc1,0.4,-0.8,18,5
COc1ccc(-c2c(NCc3ccc(Cl)cc3)c(=O)c2=O)cc1,0.1,-1.1,2,0
Cn1c(=O)c2ccccc2n2c(SCC(=O)Nc3ccccc3Cl)nnc12,1.2,0.0,14,5
O=C(COc1ccccc1Br)Nc1ccc2c(c1)OCO2,0.1,-1.2,1,-71
CCOC(=O)N1CCC(n2c(SCC(=O)NC(C)CC)nc3ccccc3c2=O)CC1 (stereo not given),-0.1,-0.9,4,-13
Cc1ccc(NC(=O)c2cc(-c3ccccc3)nc3ccc(C)cc23)cc1,0.0,2.2,3,12

# 3 entries drawn at random from the list so far:
SMILES,FBW7 activator,GPR151 ag,MITF inh,TEAD-YAP block
CCOC(=O)C(Nc1cc(C)on1)(NS(=O)(=O)c1ccccc1)C(F)(F)F (stereo not given),-0.2,2.3,-3,1
Cc1ccc(OCCCCN2CC(C)OC(C)C2)c([N+](=O)[O-])c1 (stereo not given),0.0,2.9,63*,4
CCOC(=O)c1c(NC(=O)COc2ccc(Cl)cc2C)sc2c1CCCC2,0.0,-1.1,-1,-9

# More results
SMILES,FBW7 activator,GPR151 ag,MITF inh,TEAD-YAP block
Cc1ccc(NC(=O)c2ccccc2CCc2ccccc2)c(Br)c1,0.1,-2.0,-6,-4
CCCOC(=O)Nc1sc2c(c1C(N)=O)CCCC2,-0.2,0.2,4,-11
Cc1cc(C(=O)NC2CCCc3ccccc32)cs1 (stereo not given),0.2,-1.0,6,-11
O=C(Nc1nc2c(s1)CCc1ccccc1-2)c1ccc(S(=O)(=O)N2CCCC2)cc1,-0.1,1.7,-8,4
Cc1nc2cccc(C(=O)Oc3ccccc3)c2o1,-0.3,1.5,-4,6
CNC(=O)Cn1c(C)cc(=O)c2cccc(C)c21,0.2,-2.8,8,10
CCCNS(=O)(=O)c1ccc(F)c(C(=O)Nc2cc(C)ccc2OC)c1,-0.1,0.1,-3,-2
COc1cc(NCC2CCCCC2)cc(OC)c1,0.7,-0.4,-2,7
CCOC(=O)c1cc(CC)sc1NC(=O)c1cccs1,0.2,1.1,-11,9
O=C(NCCN1CCOCC1)C(=O)NCCN1CCOCC1,-0.1,0.1,-7,0
CC(=O)NCc1nc2ccccc2n1C(C)c1ccccc1 (stereo not given),-0.1,0.9,-6,-7
Cc1ccc2c(c1)CN(CCC(=O)N(C)C1CCCCC1)CC(C)O2 (stereo not given),0.2,-1.0,3,8
Cc1occc1C(=O)N(C)C(Cc1ccccc1)C1CCN(C2CCSC2)CC1 (stereo not given),0.0,-1.6,8,3
CCCS(=O)(=O)c1ncc(Cl)c(C(=O)N2CCN(c3ccc(OC)cc3)CC2)n1,-0.1,1.7,-2,-20
CC1=NN(c2ccc(F)cc2)C(=O)/C1=C/c1ccc(N(C)C)cc1,-0.1,2.6,3,4
O=C(COC(=O)c1ccccc1Nc1ccccc1)c1ccc(-c2ccccc2)cc1,-0.3,-0.1,-14,-4
CCc1ccc2c(c1)C(O)(CC(=O)c1ccc(-c3ccccc3)cc1)C(=O)N2 (stereo not given),0.2,-0.9,18,1
CCn1c(=O)n(CC(=O)N2CCCC2)c2cccnc21,-0.2,2.7,-1,7
CS(=O)(=O)Nc1cccc(C2=NN(S(C)(=O)=O)C(c3c(F)cccc3Cl)C2)c1 (stereo not given),-0.1,0.7,-11,3
Nc1ccc(C(c2ccccc2)c2ccc(N)cc2)cc1,0.0,0.6,2,4
CCOC(=O)c1nc(N/N=C/c2ccccc2)sc1Br,-0.1,0.2,14,-7
CCN1C(=O)c2cc([N+](=O)[O-])cc3cc([N+](=O)[O-])cc(c23)C1=O,-0.1,0.0,10,8
COC(=O)c1ccc2nc(Nc3nc4cc5c(cc4s3)OCO5)sc2c1,1.0,-0.2,9,20
COc1ccc(S(=O)(=O)N2CCN(c3ccccc3)CC2)cc1C(C)C,0.0,2.4,5,8
CCOC(=O)C1=C(c2ccccc2)NC(=O)NC1c1cc(OC)c(O)c([N+](=O)[O-])c1 (stereo not given),-0.2,-0.5,10,6
COC(=O)c1c(N2C(N)=C(C#N)C(c3ccc(Cl)cc3)C3=C2CCCC3=O)sc2c1CCCCC2 (stereo not given),0.2,-0.4,8,-19
CCN(CC)c1nc(NC2CC2)nc(N2CCCC2CO)n1 (stereo not given),-0.1,-0.9,-7,5
CCCCc1nc(SCC(=O)c2ccc(OC)cc2)c2c(=O)n(C)c(=O)n(C)c2n1,0.3,-0.4,-9,6
COc1ccc(F)cc1S(=O)(=O)n1ccnc1C,0.1,-0.4,11,-24
CCC(C)NC(=O)CCC(=O)n1ncc2cc(C)ccc21 (stereo not given),0.2,-1.1,17,0

# In the list so far, 4 have a CF3 group:
SMILES,FBW7 activator,GPR151 ag,MITF inh,TEAD-YAP block
Cn1c(Sc2ccc(S(=O)(=O)N3CCCC3)cn2)nnc1C(F)(F)F,0.0,-0.5,3,-3
Cc1cnc(C(=O)OCC(=O)Nc2ccc([N+](=O)[O-])cc2C(F)(F)F)cn1,0.0,1.6,4,13
CCOC(=O)C(Nc1cc(C)on1)(NS(=O)(=O)c1ccccc1)C(F)(F)F (stereo not given),-0.2,2.3,-3,1
COC(=O)C(NC(=O)c1ccccc1OC)(Nc1ccc(OC(F)(F)F)cc1)C(F)(F)F (stereo not given),-0.1,-0.7,8,-5

# Next part
SMILES,FBW7 activator,GPR151 ag,MITF inh,TEAD-YAP block
COc1ccccc1NC(=O)c1c(NC(=O)c2cccc(C)c2)sc2c1CCCC2,-0.2,0.4,-5,1
COC(=O)Cc1c(C)nc2nc(-c3ccc(C)cc3)[nH]n2c1=O,-0.1,-0.9,-1,-10
COc1cc(/C(C)=N/Nc2ccc(S(N)(=O)=O)cc2[N+](=O)[O-])cc(OC)c1OC,-0.2,0.6,3,-2
CCCCOc1ccc(C(=O)OC(C)CN(C)C)cc1 (stereo not given),-0.1,-0.8,-11,-4
CCOCCCNC(=O)c1cnn2c(C)c(Cc3ccccc3)c(C)nc12,0.1,1.4,-2,-12
N#C/C(=C\c1ccccc1)C(=O)NC(=O)Oc1ccccc1,0.0,-0.8,5,4
CN1C(=O)C(C)(C)c2cc(S(=O)(=O)N(C)CC(=O)NC3CCCCCC3)ccc21,0.4,-0.9,7,16
CCn1cc(/C=C(\NC(=O)c2ccccc2Cl)C(=O)NCCCO)c2ccccc21,-0.1,0.5,-4,4
Cc1cc(C)n2nc(C(=O)Nc3ncc(C)s3)nc2n1,-0.1,-1.5,-2,8
COc1ccccc1NC(=O)Cn1nnc(-c2ccccc2NC(=O)c2cccs2)n1,0.3,1.2,3,4
C/C(=N\Nc1ccc(C#N)cc1[N+](=O)[O-])c1ccc(O)cc1,0.1,0.3,28,20

# Rewritten with two lines to a compound: three of the compounds above
# Values run as follows: FBW7 activator | GPR151 ag | MITF inh | TEAD-YAP block
N#C/C(=C\c1ccccc1)C(=O)NC(=O)Oc1ccccc1
    0.0 | -0.8 | 5 | 4
CN1C(=O)C(C)(C)c2cc(S(=O)(=O)N(C)CC(=O)NC3CCCCCC3)ccc21
    0.4 | -0.9 | 7 | 16
CCn1cc(/C=C(\NC(=O)c2ccccc2Cl)C(=O)NCCCO)c2ccccc21
    -0.1 | 0.5 | -4 | 4

# This is a random part of the collection, and some 3.4% of all compounds hit somewhere here.
